CaV13 ICDI inh: Primary screen for inhibitors of IQ motif and Ca2+-dependent inactivation inhibitor domain binding in CACNA1D, Förster resonance energy transfer in living cells, …; HEK cells, CFP/YFP FRET ICDI-IQ, plate reader, 10 min; percent FRET-ratio fall versus neutral wells; inhibition, % at 12.3 µM; actives 0.098% (n = 340,000); AID 743397;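 active = mean replicate inhibition of at least 30% and at least 1% of replicates passing that level; inconclusive = only one of the two criteria is met; inactive = neither criterion is met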;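 also: 0% = median of the neutral control wells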
Exocytosis inh: blocks lytic granule exocytosis; inhibition, % at 10 µM; TALL-104 LAMP-1 surface exposure, flow cytometry; cells stimulated with thapsigargin and PMA; actives 0.66% (n = 360,000);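 active = inhibition above about 55%, limit read from the data; inconclusive = no clear call, values can overlap the other calls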
aDG glyco act: alpha-DG glycosylation activation; AID 624168; Pro5-aDG cells, alpha-DG glycosylation AlphaScreen (IIH6); 0% Pro5, 100% B10-LARGE cell signal; activation, % at 10 µM; actives 0.22% (n = 360,000);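 active = activation of at least 8% versus controls, or a plate z-score of at least 8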;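 also: Pro5 are CHO cells carrying HIG-tagged alpha-DG that lacks glycosylation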
Vif inh: HIV Vif inhibition. HEK293T cells, Vif self-association by quenched fluorescence, imaging, 24 h. inhibition, % at 7.49 µM. actives 0.35% (n = 340,000). AID 602346; in the data active = inhibition above about 50%, passing the limit was not always enough; inconclusive = no clear call, values can overlap the other calls; inactive = below about 31%; also: some results filed as inactive read as strong as hits
TRPM1 prom inh: inhibitors of MITF-driven TRPM1 promoter in melanoma cells. SK-MEL-5 TRPM1 promoter luciferase, 24 h. inhibition, % at 12.5 µM. actives 0.83% (n = 330,000);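 active = mean inhibition across replicates of 60% or more, whatever share of single replicates reaches that level; inconclusive = some that reach 60%, reason not given; inactive = mean inhibition across replicates below 60%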; also: values of inactives mirror those of a sister screen read the other way
NR2E3 ag-1: NR2E3 (human) agonism; Q9Y5X4; GST-NR2E3/biotin-RetCOR TR-FRET, 1536-well; inhibition of corepressor binding, % at 4.78 µM; actives 0.12% (n = 320,000); AID 2300;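 active = percent inhibition above the cutoff of mean plus 3 SD of all tested compounds, set per screening campaign, cut at about 20% in these data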;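 also: 0% = DMSO wells and 100% = biotin wells as full block of FRET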
Target sequence (Q9Y5X4 whole entry, looked up): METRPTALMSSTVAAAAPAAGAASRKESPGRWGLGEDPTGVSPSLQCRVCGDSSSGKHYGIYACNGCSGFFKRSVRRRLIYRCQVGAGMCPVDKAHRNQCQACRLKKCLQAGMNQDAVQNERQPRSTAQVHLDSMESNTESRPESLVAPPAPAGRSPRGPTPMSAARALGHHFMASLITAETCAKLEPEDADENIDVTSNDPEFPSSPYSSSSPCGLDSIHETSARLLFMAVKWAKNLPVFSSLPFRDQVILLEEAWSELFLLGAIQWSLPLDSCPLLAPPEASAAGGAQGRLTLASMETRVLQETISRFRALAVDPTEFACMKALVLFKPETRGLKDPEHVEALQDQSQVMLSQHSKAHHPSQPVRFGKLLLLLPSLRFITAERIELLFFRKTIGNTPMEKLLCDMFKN
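Test system – NR2E3–RetCOR corepressor complex · Quantity – NR2E3 fusion 1.35 nM · Buffer or medium – Tris pH 7.5 · Incubation – Compound–protein incubation for 5 h at 4 °C · Technique – TR-FRET, Eu(K)-anti-GST donor, streptavidin-D2 acceptor, ex 340, em 617/671 nm · Evaluation – percent inhibition of 671/617 nm emission ratio versus biotin and DMSO controls · Plate – 1536-well format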
NR2E3 ag-2: human photoreceptor-specific nuclear receptor agonism. CHO-S Gal4-NCOR/VP16-NR2E3 two-hybrid, luciferase. actives 0.35% (n = 360,000). Q9Y5X4. AID 602229. inhibition of corepressor binding, % at 3.98 µM;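 active = inhibition above the mean of all tested compounds plus 3 SD, cut at about 70% in these data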;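 also: 0% = DMSO with NR2E3 transfected cells and 100% = cells lacking NR2E3 construct; higher means lower luciferase signal from less NR2E3 corepressor binding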
HIF-2a block: blocks HIF-2a reporter activity; inhibition, % at 18.8 µM; AID 624352; actives 0.72% (n = 360,000); 786-0 RCC cells HIF-2a reporter, luciferase luminescence, overnight;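 active = inhibition of the luminescence signal of 40% or more relative to plate controls, in a single-dose primary screen at 18.75 µM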
Peg3 promoter: Peg3 promoter activity inhibition. HeLa PEG-Prom luciferase reporter, luminescence, overnight. actives 1.7% (n = 360,000). inhibition, % at 20 µM. AID 588405;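 active = inhibition of at least 50% at 20 µM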
PDI inh: blocks human protein disulfide isomerase activity; PDI insulin aggregation turbidity, A650, 90 min; AID 588391; actives 0.052% (n = 350,000); P07237; inhibition, % at 10 µM;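 active = mean inhibition across replicates of 30% or more, whatever share of single replicates reach that level; inconclusive = mean inhibition below 30% while every single replicate reaches 30%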;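 also: absorbance from insulin aggregation driven by PDI reduction with DTT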
Target sequence (P07237 whole entry, looked up): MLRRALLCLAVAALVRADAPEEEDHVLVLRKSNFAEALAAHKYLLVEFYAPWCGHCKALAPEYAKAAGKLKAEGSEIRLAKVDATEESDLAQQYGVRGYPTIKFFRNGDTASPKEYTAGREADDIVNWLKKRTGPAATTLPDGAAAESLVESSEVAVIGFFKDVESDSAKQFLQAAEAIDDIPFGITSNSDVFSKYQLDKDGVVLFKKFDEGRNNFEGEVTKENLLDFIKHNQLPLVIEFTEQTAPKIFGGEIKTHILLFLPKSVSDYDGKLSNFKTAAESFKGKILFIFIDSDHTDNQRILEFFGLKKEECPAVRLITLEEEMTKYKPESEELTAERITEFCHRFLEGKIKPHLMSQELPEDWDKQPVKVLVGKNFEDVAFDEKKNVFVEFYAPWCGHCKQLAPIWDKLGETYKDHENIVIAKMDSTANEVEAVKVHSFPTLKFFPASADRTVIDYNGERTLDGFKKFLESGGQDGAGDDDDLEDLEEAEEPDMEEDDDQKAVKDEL
iPSC survival up: increases survival of single human iPS cells | hiPSC single-cell survival, ATPlite luminescence; 100% = ROCK inhibitor wells, 0% = DMSO | survival enhancement, % at 20 µM | actives 0.044% (n = 360,000) | AID 602274; in the data active = survival enhancement above about 18%;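 also: cells exposed to compounds for 16 hours before the ATP read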
* = called active by the depositor; ? = inconclusive; / = no result given.

Under each structure: CaV13 ICDI inh	Exocytosis inh	aDG glyco act	Vif inh	TRPM1 prom inh	NR2E3 ag-1	NR2E3 ag-2	HIF-2a block	Peg3 promoter	PDI inh	iPSC survival up
- Cc1c(Br)c([N+](=O)[O-])nn1C(C)C(=O)Nc1ccc2c(c1)OCO2 (stereo unspecified)
    -7	3	0.0	4	1	1	-19	-26	-12	10	1.1
- COc1ccc(-c2nnc(-c3cccs3)o2)cc1OC
    -5	2	-0.2	5	-77	-3	-78	-341	-239	-4	-0.6
- CC(OC(=O)c1ccc2c(=O)n3c(nc2c1)CCC3)C(=O)Nc1ccc(C(N)=O)cc1 (stereo unspecified)
    -2	-1	0.0	1	1	-1	-32	14	6	18	26*
- CN(C)c1cccc(C(=O)N2CCC(n3nccc3NC(=O)C3CCOC3)CC2)c1 (stereo unspecified)
    -3	-5	0.0	-5	-8	-1	6	-3	-1	9	0.5
- Oc1ccccc1N1CCN(Cc2ncc(-c3ccccc3)o2)CC1
    -3	7	0.0	11	7	6	7	-47	-32	0	2.9
- Cc1cc(F)ccc1Oc1cc(NN2CCCCC2)c([N+](=O)[O-])cc1[N+](=O)[O-]
    -9	-1	-0.3	13	4	-2	-19	12	5	-1	0.4
- Cc1cc(C)c(S(=O)(=O)N2CCCCC2)c(C)c1N(C)S(=O)(=O)c1ccc(Cl)cc1
    -3	-2	0.3	-3	10	0	-3	15	19	-4	-0.2
- Cc1c(C2(c3c(C)n(C)n(-c4ccccc4)c3=O)C(=O)Nc3ccc(F)cc32)c(=O)n(-c2ccccc2)n1C
    -3	1	0.0	8	1	0	-24	5	3	-10	-2.0
- CCCN(CC1CC1)C(=O)CCc1nnc(CCc2c[nH]c3ccccc23)o1
    -19	1	-0.2	0	2	-1	12	-24	-22	-3	-1.2
- CCC(=O)Nc1ccc(S(=O)(=O)N2CCN(c3ccc(F)cc3)CC2)cc1
    -5	-2	0.0	-3	14	3	9	4	17	2	0.0
- Cc1cccc(NC(=O)CN2CCc3cc4c(cc3C2C)OCCCO4)c1 (stereo unspecified)
    -7	-4	0.1	-3	3	0	30	9	10	2	-0.5
- N#CC1=CN(Cc2ccccc2)C=C(/C=N/Nc2ccccc2)C1
    -14	5	-0.1	4	-11	1	-19	-11	-26	1	-0.7
- CCOC(=O)N1C2=NC(C(=O)OC)=C(C(=O)OC)[C@@H]3Nc4ccccc4[C@]23C[C@H]1C(=O)OC
    -10	0	0.0	2	6	1	-4	13	0	2	-1.5
- Cc1cccc(C)c1OCc1nnc(SCC(=O)Nc2ccc(N3CCOCC3)cc2)o1
    -2	-19	-0.1	-1	-11	6	5	-5	2	-8	2.4
- COc1ccc(-c2cc(C(=O)N(C)CC(=O)Nc3cccc(F)c3)c3ccccc3n2)cc1
    -7	-8	-0.4	-4	1	0	13	-56	42	1	0.7
- COC(=O)NNC1=CC(=O)CC(C)(C)C1
    5	0	-0.1	7	8	3	7	13	13	1	-0.2
- CCCNC(=O)C(Cc1cccc(Cl)c1)NC(=O)c1ccccc1 (stereo unspecified)
    -4	-3	0.0	-3	-2	2	11	-6	-9	-12	-2.1
- COc1ccccc1NC(=O)Nc1ccc(-n2ccc(C(F)(F)F)n2)cc1
    -5	2	1.6	-2	-35	7	-84	-327	-267	11	0.3
- COc1cccc(NC(=O)CN(C)S(=O)(=O)c2ccc3c(c2)NC(=O)CS3)c1
    -6	-7	-0.4	-24	1	-1	-35	-2	15	-3	-0.6
- CCOC(=O)CN1C(=O)S/C(=C/c2ccc(O)c([N+](=O)[O-])c2)C1=O
    -19	7	0.4	-13	-3	1	-27	6	1	0	-1.0
- COCCNc1ccc(N2C(=O)CCCC2=O)cc1[N+](=O)[O-]
    -5	-3	0.0	6	-8	4	12	14	10	-7	3.5
- COc1ccc(-c2nnc(OCc3nc4ccccc4n3C)c3ccccc23)cc1
    -3	2	2.6	-11	7	-3	16	6	11	-11	0.2
- COc1ccc(/C=N/NC(=O)CN(Cc2ccccc2)S(=O)(=O)c2ccc3c(c2)OCCO3)cc1
    -8	-7	0.3	-4	10	0	10	26	20	4	-1.0
- OCCN(C=NC1=NN(c2cccc(C(F)(F)F)c2)CC1)CCO
    -9	-3	-0.1	2	-1	-7	-16	-18	-23	-3	0.7
- CCCc1c(C(=O)NNc2cc(C(F)(F)F)ccc2Cl)cnn1-c1ccccc1
    -2	21	0.3	0	-5	0	-29	7	16	2	-0.2
- COC(=O)[C@]12CCCCC=C1N(Cc1cccc3ccccc13)C(=O)[C@H](CC(=O)NCc1ccc(OC)c(OC)c1)C2
    -5	70*	0.3	/	/	/	12	-20	/	/	-0.2
- COCCCn1c(-c2ccsc2)nc2c1c(=O)[nH]c(=O)n2Cc1ccccc1
    /	2	-0.1	4	9	0	5	-4	7	5	2.8
- CSc1ccc(/C=C(/NC(=O)c2ccco2)C(=O)N2CCOCC2)cc1
    -5	0	-0.1	-8	3	-2	0	14	13	6	0.0
- CCc1ccc(Cn2nnc(C(=O)NCc3ccccc3OC)c2N)cc1
    -2	-3	0.7	-8	-17	3	-19	0	10	/	-2.2
- Cc1ccc(-n2ncc3c(=O)[nH]c(SCC(=O)N4CCCc5ccccc54)nc32)cc1
    -4	4	-0.4	-10	11	0	-23	28	13	?	1.0
- O=C1NC(c2ccccc2)=C(c2ccc3ccccc3n2)C(c2ccc(F)cc2)N1 (stereo unspecified)
    -5	0	0.5	2	14	2	-11	21	25	-1	1.1
- CCCCSc1nnc(-c2ccc(NC(C)=O)cc2)n1C
    -6	-2	0.1	0	-3	2	-7	5	4	11	-1.3
- CCS(=O)(=O)N1CCC(C(=O)NCc2cc(OC)ccc2OC)CC1
    -9	0	0.0	2	8	4	-10	10	6	4	4.5
- CCCn1nc(C(=O)NNC(=O)CSC(C)C(=O)Nc2cc(C)on2)c2ccccc2c1=O (stereo unspecified)
    -6	-3	0.1	4	5	4	15	4	10	4	0.0
- CCOC(=O)N1CCN(c2c(N3CCN(c4cccc(C(F)(F)F)c4)CC3)c(=O)c2=O)CC1
    -4	2	0.0	17	2	0	-5	-8	19	-15	-2.5
- Cc1cc(=O)oc2cc(OCC(=O)N3CCC(C(N)=O)CC3)ccc12
    /	0	0.2	-4	6	-1	-10	-3	8	/	-2.4
- CCCCCN(C(=O)CCC(=O)OC(C)C(=O)NC1CCCCC1)c1c(N)n(CCCC)c(=O)[nH]c1=O (stereo unspecified)
    -6	1	0.0	/	1	-1	-4	11	8	6	-0.2
- NC(Cc1ccc(Cl)cc1)c1csc(Nc2cc(NCCCO)ncn2)n1 (stereo unspecified)
    -4	-1	0.2	9	/	/	7	11	17	4	-0.5
- Cc1ccc2c(COC(=O)c3c(C)noc3C)cc(=O)oc2c1
    10	5	-0.2	-2	-2	3	-14	-63	-52	6	-0.4
- CC(=O)C1=C(O)C(=O)N(c2cccnc2)C1c1ccc(Cl)cc1 (stereo unspecified)
    -8	0	-0.1	-1	-3	5	-17	6	1	5	0.9
- Fc1cccc(Cl)c1CNCc1ccccc1Cl
    -5	0	-0.2	0	2	0	-5	-28	-5	0	0.8
- O=C(CCCn1cnc([N+](=O)[O-])n1)Nc1ccc(Cl)c(Cl)c1
    -5	-3	0.0	7	10	3	-16	-30	23	0	0.3
- Cc1cccc(CCNC(=O)CN(C)S(=O)(=O)c2ccc3c(c2)c(=O)n(C)c(=O)n3C)c1
    -5	-2	-0.1	-5	/	6	-15	17	16	-3	-3.2
- Nc1ncnc2nc(SCC(=O)Nc3cccc(C(F)(F)F)c3)[nH]c12
    -5	5	0.0	-3	9	0	10	18	4	0	0.2
- CCCNC(=O)NC(=O)COC(=O)CNS(=O)(=O)/C=C/c1ccccc1
    -1	-2	-0.2	1	8	2	-11	14	-3	1	2.0
- CCOC(=O)c1c(C)[nH]c(C(=O)NCc2ccccn2)c1C
    -7	-4	-0.3	-7	-58	-1	-45	-266	-212	-3	-0.4
- Cc1c(C)n(CCCN(C)C)c2ncnc(Nc3ccc(F)cc3)c12
    -17	-10	0.0	-8	-17	3	-31	-8	-25	-9	0.5
- COc1ccccc1/C=C/c1nc(S(=O)(=O)c2ccccc2)c(N(C)C)o1
    -4	24	1.0	7	5	-2	-7	-16	25	1	-0.3
- Nc1cc(=O)c2[nH]cnc2[nH]1
    -6	8	0.1	2	/	/	10	0	-1	17	-1.0
- Cc1ccccc1OCC(=O)Nc1ccc2c(c1)ncn2C
    -8	3	0.0	0	-154	-6	-3	-215	-284	1	-0.4
- CCC(Sc1ncccn1)C(=O)Nc1cc(C)on1 (stereo unspecified)
    -5	2	-0.2	12	-8	3	-19	6	7	7	-0.7
- CCN1CCN(CC(=O)N2c3ccccc3CC2C)CC1 (stereo unspecified)
    -6	4	0.0	6	-2	3	-25	18	12	-9	-1.8
- CC[C@@]12C(=O)N(c3ccc(OC)cc3)C(=O)N1[C@H](c1cccc(C)c1)[C@@H]1C(=O)N(Cc3ccccc3)C(=O)[C@@H]12
    /	-5	0.2	-3	6	1	-29	19	6	11	3.7
- COC(=O)c1ccccc1OC(=O)c1cc[n+]([O-])cc1
    -2	-2	-0.3	9	0	0	-10	19	-2	4	1.1
- Cc1ccc2c(c1)N(CC(=O)Nc1c(C)cccc1C)C(=O)c1cccnc1O2
    -4	2	0.1	-1	-5	1	9	10	16	8	-0.3
- CCn1c(SCc2ccc(C(=O)OC)o2)nnc1-c1c[nH]c2ccccc12
    -3	0	0.0	-14	17	5	1	4	8	/	5.0
- Cc1ccc(-c2csc(NC(=O)c3cnccn3)n2)cc1C
    -1	-5	-0.1	-2	-14	1	-22	-58	-43	0	1.8
- CC1C(=O)Nc2ccccc2N1C(=O)c1cccc(C(F)(F)F)c1 (stereo unspecified)
    -18	6	0.0	-11	/	2	-6	10	21	-8	0.7
- O=C(CSC1=NS(=O)(=O)c2cc(F)ccc2N1)NCc1ccc(F)cc1
    -6	-7	-0.1	/	-16	0	-24	21	4	3	0.6
- Cc1c(Cl)cccc1NC(=O)CSc1ccc(-c2cccnc2)nn1
    -4	-3	0.1	6	6	2	-15	10	10	-3	0.7
- Nc1c(C(=O)N2CCOCC2)sc2nc3c(cc12)CCCC3
    -3	-10	-0.1	-5	55	4	-115	46*	36	1	-0.2

Random excerpt: 2 compounds from above.
Under each structure: CaV13 ICDI inh	Exocytosis inh	aDG glyco act	Vif inh	TRPM1 prom inh	NR2E3 ag-1	NR2E3 ag-2	HIF-2a block	Peg3 promoter	PDI inh	iPSC survival up
- COC(=O)c1ccccc1OC(=O)c1cc[n+]([O-])cc1
    -2	-2	-0.3	9	0	0	-10	19	-2	4	1.1
- CC1C(=O)Nc2ccccc2N1C(=O)c1cccc(C(F)(F)F)c1 (stereo unspecified)
    -18	6	0.0	-11	/	2	-6	10	21	-8	0.7
